PGC1a acetyl inh: inhibitors of PGC1a acetylation signal, primary screen, cell-based, U2OS, AlphaScreen, inhibitor mode. AlphaScreen anti-acetyl-lysine; with virally co-expressed GCN5 acetyltransferase. inhibition, % at 15.6 µM. 350,000 tested, 0.17% active;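 active = every replicate shows inhibition of at least 40%; inconclusive = mean inhibition at least 40% but some replicate below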;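 note: 0% = neutral control wells and 100% = positive control wells; some results beyond the cut were filed as inactive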
LGR2 antag: inhibitors of bursicon-induced LGR2 CRE-luciferase signal, primary screen, cell-based, HEK293, CRE-luciferase reporter, bursicon stimulation | inhibition, % at 9.99 µM | Drosophila bursicon receptor LGR2 (rickets) | AID 720647, 2013 | 380,000 tested, 0.35% active | bursicon-stimulated, 4 h;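 active = drop in luminescence signal, shown as inhibition above about 50% in the replicate tests, limit read from the data, passing the limit was not always enough; inconclusive = probably only some replicates passing the limit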;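 note: agonist challenge used bursicon conditioned medium at about half maximal strength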
PAX8 inh HTS: inhibitors of PAX8-driven TPO luciferase reporter, primary screen, RMG-I cells, single concentration | SteadyGlo, 24 h | inhibition, % at 12.6 µM | 360,000 tested, 1.2% active | AID 652154, 2013;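 active = mean replicate inhibition at least 60% with every replicate also reaching 60%; inconclusive = only one of the two criteria is met; inactive = mean below 60% and not all replicates reaching 60%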;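 note: luciferase light reporting Pax8 driven TPO promoter activity; plate controls were median of neutral control wells for no effect and mitoxantrone controls for full effect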
PglD inh: C. jejuni PglD acetyltransferase inhibitors, primary screen, biochemical, DTNB colorimetric, single point; AID 602405, 2012; purified PglD enzyme, DTNB colorimetric CoA detection; UDP-N-acetylbacillosamine N-acetyltransferase PglD (Campylobacter jejuni); inhibition, % at 12.5 µM; 360,000 tested, 0.098% active; in the data active = inhibition above about 16%, passing the limit was not always enough; inconclusive = no clear call, values can overlap the other calls; note: strong numbers were not always called active
Cneo AK release: Cryptococcus neoformans cell lysis inducers, primary screen, AK release luminescence, single concentration | lysis activity, % at 15 µM | C. neoformans lysis, adenylate kinase release luminescence, 4 h; normalised: neutral wells 0, clomiphene wells 100 | 360,000 tested, 0.2% active;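 active = mean lysis activity across replicates of at least 80%, whatever share of replicates individually reach that level; inactive = mean lysis activity below 80%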
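Material: C. neoformans cells; Schedule: 4 h static compound exposure, 37 °C, read 1 h post-reagent; Measured by: adenylate kinase release luminescence; Read-out: signal increase indicating cell lysis; Controls: Clomiphene as positive lysis control.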
Statin myotox sup: suppressors of statin myotoxicity in C2C12 myotubes, primary screen, cell-based, single point, plate reader; AID 602340, 2012; C2C12 myotubes + simvastatin, ATP luminescence, 48 h; scaled: DMSO 0, geranylgeraniol control 100; 330,000 tested, 0.78% active; rescue of ATP level, % at 7.49 µM;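 active = mean ATP rescue above about 67%, or every replicate alone reaching that limit, limit read from the data, passing the limit was not always enough; inconclusive = no clear call, values can overlap the other calls; inactive = mean under the limit and some replicate under it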;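 note: myotubes were challenged with 10 µM simvastatin during compound exposure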
ARNT-TACC3 inh: disruptors of ARNT/TACC3 protein interaction, primary screen, biochemical, AlphaScreen, single concentration. AlphaScreen His-ARNT PAS-B/GST-TACC3 binding, luminescence; TACC3 fragment carries E629A point mutation. AID 623870, 2012. Transforming acidic coiled-coil-containing protein 3 (Homo sapiens), Q9Y6A5. 390,000 tested, 0.66% active. inhibition, % at 9.99 µM;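 active = mean inhibition of replicates at least 50% and at least half of replicates each reaching 50%; inconclusive = half or more replicates reach 50% but mean below 50%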;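 note: 0% = complete ARNT plus TACC3 wells and 100% = ARNT alone without TACC3; many hits fall short of the cut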
INS-1E GSIS act: GLuc luminescence reporter in INS-1E cells, primary screen for activators of glucose-dependent secretion of insulin. INS-1E GLuc reporter insulin secretion, 2-3 h. activation, % at 16.6 µM. 370,000 tested, 0.61% active;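 active = lowest replicate activation of at least 40%, so every replicate reaches that level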;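 note: 0% = median of neutral control wells and 100% = median of IBMX positive control wells; some compounds called inactive have numbers as strong as hits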
Numbers without * were called inactive; ? = inconclusive; . = no result given; & = joins results of further samples.

SMILES	PGC1a acetyl inh	LGR2 antag	PAX8 inh HTS	PglD inh	Cneo AK release	Statin myotox sup	ARNT-TACC3 inh	INS-1E GSIS act
COc1cc2c(c(OC)c1OC)-c1ccc(OC)c(=O)cc1[C@@H](NC(C)=O)CC2	3	-16	96*	-1	0	-45	4	14
COc1ccc(NC(=O)CN(C)C(=O)c2ccc3c(c2)NC(=O)CS3)cc1	-1	-2	20	-1	5	-4	-1	.
Brc1ccc2[nH]ncc2c1	-8	.	.	1	0	10	-3	.
CCC(=O)N1CCC1(C)C(=O)NCc1ccccc1SC (configuration not stated)	1	-4	3	5	-1	-6	.	.
O=C(COC(=O)c1ccc(-c2cnc3ccccc3n2)cc1)c1ccccc1	.	-24	-18	-2	1	-58	0	7
OC[C@@H]1[C@@H]2c3ccccc3NC[C@@H]2N1Cc1ccccc1Cl	-4	11	4	2	-3	11	2	12
COc1ccc(CCNC(=O)c2cc(-c3ccccc3)c(N3CCOCC3)s2)c(OC)c1OC	-1	15	26	4	4	8	2	5
Cc1cc(NC(=O)CSc2nnc3c(C)cc4cc(C)c(C)cc4n23)no1	1	-23	.	2	0	6	-9	18
Cc1noc(C)c1NC(=O)N[C@@H]1C=C[C@H](CC(=O)NCCCN(C)C)O[C@@H]1CO	-2	6	.	2	-4	4	-6	7
COc1ccccc1NC(=S)NCc1ccc(Cl)cc1	11	-8	-4	-6	-5	4	3	-3
COc1ccc(NC(=O)N(C)C[C@H]2Oc3ccc(NS(C)(=O)=O)cc3CC(=O)N([C@H](C)CO)C[C@H]2C)cc1	0	9	-52	2	6	-26	-12	.
CC(=O)Nc1ccc(NC(=O)C2(C)Cc3c(-c4ccc(NC(C)=O)cc4)ccnc3O2)cc1 (configuration not stated)	9	-5	12	-8	1	5	.	1
CC(=O)N1[C@H](CO)[C@@H](c2ccccc2)C12CN(C(=O)c1ccccn1)C2	4	2	-21	.	.	.	.	8
O=C(CSc1cn[nH]n1)Nc1ccccc1C(=O)O	8	0	17	0	-1	6	-14	10
CO[C@@H]1CN(C)C(=O)c2cc(NC(=O)c3ccc(F)cc3)ccc2OC[C@H](C)N(C(=O)CN(C)C)C[C@@H]1C	-2	-3	-6	-2	-11	13	-6	-10

The final four entries of the section before are carried over, then new ones follow:
SMILES	PGC1a acetyl inh	LGR2 antag	PAX8 inh HTS	PglD inh	Cneo AK release	Statin myotox sup	ARNT-TACC3 inh	INS-1E GSIS act
CC(=O)Nc1ccc(NC(=O)C2(C)Cc3c(-c4ccc(NC(C)=O)cc4)ccnc3O2)cc1 (configuration not stated)	9	-5	12	-8	1	5	.	1
CC(=O)N1[C@H](CO)[C@@H](c2ccccc2)C12CN(C(=O)c1ccccn1)C2	4	2	-21	.	.	.	.	8
O=C(CSc1cn[nH]n1)Nc1ccccc1C(=O)O	8	0	17	0	-1	6	-14	10
CO[C@@H]1CN(C)C(=O)c2cc(NC(=O)c3ccc(F)cc3)ccc2OC[C@H](C)N(C(=O)CN(C)C)C[C@@H]1C	-2	-3	-6	-2	-11	13	-6	-10
Cc1noc(C)c1S(=O)(=O)Nc1ccc2c(c1)C(=O)N([C@@H](C)CO)C[C@@H](C)[C@@H](CN(C)Cc1ccc(C(=O)O)cc1)O2	14	-2	.	2	0	-44	-6	1
O=C(Nc1cc(Cl)cc(Cl)c1)C(NCC1CCCO1)c1ccccc1 (configuration not stated)	-1	.	17	.	.	-1	15	-14
NC(=O)C1=C[C@@H](C2CCCCC2)C[C@@H](OCc2ccc(CO)cc2)O1	-3	17	-7	0	0	-2	13	3
CCCCOc1c(Cl)cc(C(=O)N2CCN(CC(=O)N3CCCC3)CC2)cc1OCC	-3	10	.	-4	2	-1	-2	-19
O=C(CSc1nnc(CCc2nc3ccccc3[nH]2)n1-c1ccccc1)NCc1ccco1	-3	.	.	3	0	.	1	-9
COC(=O)c1ccc(OCCCCN(C)Cc2ccccc2)cc1	-8	-27	-32	0	-11	-3	-14	-5
O=S(=O)(c1ccc(Cl)cc1)c1cnc(-c2cccnc2)nc1-c1ccccc1	.	.	.	-7	0	-81	-3	.
CC(=O)N1CCc2c(sc3c2c(=O)n(-c2ccccc2)c(=O)n3CC(=O)NCC2CCCO2)C1 (configuration not stated)	13	-6	1	-2	0	5	-2	0
COc1ccc(-c2cc(C)no2)cc1S(=O)(=O)Nc1cccc(C)c1	-41	8	-12	1	8	-6	-6	8
Cc1nn(C)cc1C(C)Nc1nc2nonc2nc1N1CCCCC1 (configuration not stated)	2	7	-4	0	-1	3	1	3
C[C@H](CO)N1C[C@H](C)[C@H](CN(C)S(=O)(=O)c2cn(C)cn2)Oc2ncc(Br)cc2C1=O	7	-9	.	1	-1	.	.	5
NCCCCCc1cn([C@@H](CO)C(=O)NCCCCCCCCCCC(=O)N2CCNCC2)nn1	0	13	8	-3	2	3	1	29
c1ccc(Cn2c(Nn3cnnc3)nc3ccccc32)cc1	-9	-14	.	-21	0	4	-1	6
CC(C)NC(=O)N(C)C[C@@H]1Oc2c(NC(=O)c3nc4ccccc4s3)cccc2C(=O)N([C@H](C)CO)C[C@H]1C	5	-34	.	0	-7	.	-2	4
O=C(Cc1ccncc1)N1CC(=O)N2[C@H](C1)[C@H](c1ccc(C3=CCCC3)cc1)[C@@H]2CO	0	6	-21	.	.	.	.	7
O=C(Nc1ccc(Cl)c(S(=O)(=O)N2CCOCC2)c1)C1=NN(c2ccccc2)C(=O)CC1	4	-4	8	1	-1	-1	-1	-14
CC(=O)N1CC2(CC(=O)OC(C)C)CN(C(C)=O)CC(CC(=O)OC(C)C)(C1)C2=O	-8	.	.	-3	0	5	-14	.
C[C@H]1CCCCO[C@@H](CN(C)C(=O)Nc2ccc(C(F)(F)F)cc2)[C@@H](C)CN([C@@H](C)CO)C(=O)c2cc(NS(=O)(=O)c3ccc(Cl)cc3)ccc2O1	-3	-9	-3	1	-2	.	-7	9
C=CC[C@@H](Cc1ccc(F)cc1)C(=O)OC[C@@H]1CCCN1C(=O)[C@H](CC=C)CC(=O)N[C@H](CO)Cc1ccccc1	12	10	15	10	7	4	-32	-32
C[C@@H]1CN([C@H](C)CO)S(=O)(=O)c2ccc(C#CCC3CCCC3)cc2O[C@@H]1CN(C)C(=O)CN(C)C	7	-2	53	3	3	-45	10	-8
CCCC(=O)Nc1ccc2c(c1)C(=O)N(C)[C@H]1CC[C@H](CC(=O)Nc3cn(C)nc3C)O[C@H]1CO2	0	-8	-7	2	1	-37	-6	9
O=C1NCCN1CCN1C(=O)c2ccccc2NC1c1ccccc1 (configuration not stated)	.	.	6	0	0	16	-8	.
COc1ccc(NC(=O)N(C)C[C@H]2Oc3ccc(N(C)C)cc3CC(=O)N([C@@H](C)CO)C[C@H]2C)cc1	0	2	6	3	6	5	8	17
CC(C)OC(=O)c1ccc(OC(=O)c2cccnc2)cc1	4	-18	.	0	0	.	.	-8
C=C(C)CNC(=O)c1ccc2nc(Cc3ccc(OC)cc3)oc2c1	-12	-43	-124	1	-7	3	11	2
CCCc1cc(=O)[nH]c(SCC(=O)c2cc(C)n(-c3c(C)n(C)n(-c4ccccc4)c3=O)c2C)n1	.	16	-13	-3	-1	2	-3	24
CC(=O)OCCNc1cc(Sc2nc3ccccc3[nH]2)c2nonc2c1[N+](=O)[O-]	.	?	-7	.	.	-41	17	121*
Cc1ccc(C(=O)NC(=S)NCc2ccccc2)cc1	-4	-21	5	6	3	-6	.	19
COCCN(C(=O)c1cc(-c2ccccc2Cl)nc2ccccc12)c1c(N)n(CC(C)C)c(=O)[nH]c1=O	4	-3	-5	-5	0	0	-6	12
CN(C)S(=O)(=O)N1CCN(Cc2ccccc2)CC1	-3	3	.	-1	3	-13	0	13
NC(=O)CC1C(=O)N(c2ccccc2)C(=S)N1NC(=O)c1ccccc1 (configuration not stated)	0	-13	-52	-4	-2	4	.	25
O=C(N/N=C1/CCSC1)c1cc(Br)ccc1O	17	-8	9	3	-4	0	-3	4
Cc1cccc(-c2noc(CN(C)S(=O)(=O)c3cc(Cl)ccc3Cl)n2)c1	-4	-7	.	-3	-3	-14	-11	-3
Cc1ccc(S(=O)(=O)Nc2ccc3c(c2)CC(=O)N([C@@H](C)CO)C[C@@H](C)[C@@H](CN(C)S(=O)(=O)c2ccccc2)O3)cc1	-3	2	-6	0	0	11	-2	-9
c1ccc(OCCSc2nc3ccccc3o2)cc1	0	.	.	-3	2	1	-5	.
Nc1nnc(Cc2ccccc2F)s1	-11	34	-22	.	.	.	-1	12
CC(=O)Nc1ccccc1NS(=O)(=O)c1ccc(Cl)cc1	1	.	4	0	4	0	-7	.
COCC#Cc1cnc2c(c1)C(=O)N([C@@H](C)CO)C[C@@H](C)[C@H](CN(C)C(C)=O)O2	11	27	.	6	-3	19	4	13
C[C@@H]1CN([C@H](C)CO)C(=O)c2cccc(NC(=O)C3CCOCC3)c2O[C@H]1CN(C)Cc1ccc(Cl)c(Cl)c1	7	-10	-13	-1	0	-40	-7	-13
CCOC(=O)c1c(C)c(-c2ccccc2)n(CC(=O)N2CCN(C)CC2)c1C	4	-3	-3	-3	-1	14	-4	.
C/C=C1\C(OC2OC(CO)C(O)C(O)C2O)OC=C(C(=O)OC)C1CC(=O)OCC1C(C)C(OC(=O)CC2C(C(=O)OC)=COC(OC3OC(CO)C(O)C(O)C3O)/C2=C\C)CC1C(CO)CO (configuration not stated)	15	-2	.	0	-1	6	-3	3
CC(C)NC(=O)Nc1ccc2c(c1)C(=O)N([C@@H](C)CO)C[C@H](C)[C@H](CN(C)C(=O)Nc1ccc3c(c1)OCO3)OCCCC[C@H](C)O2	-1	-6	14	2	4	.	-6	4
C[C@H]1CN([C@@H](C)CO)C(=O)Cc2cc(NC(=O)NC3CCCCC3)ccc2O[C@@H]1CN(C)C(=O)Nc1cccc2ccccc12	30	6	8	-3	-5	36	0	-9
C[C@H]1CN([C@@H](C)CO)C(=O)Cc2cc(NC(=O)Nc3ccccc3)ccc2O[C@@H]1CN(C)Cc1ccc(Oc2ccccc2)cc1	4	7	16	2	5	20	5	9
O=C(Oc1ccc(/C=N/NC(=O)c2ccco2)cc1)c1ccccc1	-2	-41	-23	3	1	-2	1	7
O=C(NCCCN1CCOCC1)c1cccc(S(=O)(=O)N2CCOCC2)c1	6	.	0	1	1	-4	-15	.
N#C[C@@H]1[C@H](c2ccc(C3=CCCC3)cc2)[C@H](CO)N1S(=O)(=O)c1cccc(F)c1	-3	8	17	1	1	-13	10	4
CN(C)C(=O)c1cccc(-c2ccc(C3[C@@H]4CN(C(=O)c5cnccn5)C[C@H]3N4)cc2)c1 (some centres not stated)	14&10	-6&14	-15&-7	.	.	.	.	2&4
CC1(C)Nc2cccc3cccc(c23)N1	0	3	6	-8	5	11	7	-11
C/C=C/c1ccc([C@H]2[C@@H](CO)N(C(=O)NC3CCCC3)[C@H]2C#N)cc1	5	13	17	3	-3	-11	-13	-2

From PubChem
